Screening results (PubChem BioAssay)
PV pol inh = poliovirus RNA polymerase inhibition | P03300 | poliovirus polymerase elongation, fluorescence polarization; stronger effect = lower value | % elongation, % (compound at 16.7 µg/mL) | 0.66% of 150,000 active; in the data active = % elongation below about 90%; note: some results filed as inactive read as strong as hits
Target sequence (P03300 1749-2209 limits assumed): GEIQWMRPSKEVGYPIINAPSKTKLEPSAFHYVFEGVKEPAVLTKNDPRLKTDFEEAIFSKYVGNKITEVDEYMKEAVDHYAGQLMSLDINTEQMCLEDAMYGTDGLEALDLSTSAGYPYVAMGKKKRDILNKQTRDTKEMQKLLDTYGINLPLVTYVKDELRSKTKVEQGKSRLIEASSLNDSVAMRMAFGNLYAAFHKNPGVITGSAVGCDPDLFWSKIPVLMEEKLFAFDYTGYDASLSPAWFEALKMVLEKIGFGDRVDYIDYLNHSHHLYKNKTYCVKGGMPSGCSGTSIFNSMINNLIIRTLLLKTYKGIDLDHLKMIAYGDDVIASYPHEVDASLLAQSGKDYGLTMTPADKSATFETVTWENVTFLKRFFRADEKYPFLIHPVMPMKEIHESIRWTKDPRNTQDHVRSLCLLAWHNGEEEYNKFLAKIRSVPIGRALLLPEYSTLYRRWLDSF
PV pol inh FP z-score = also measured in PV pol inh; calls as there; z-score; measured here: FP z-score; hits read low
Numbers without * were called inactive. This is a subset; count on the stated rates, not on these rows.

Sample of the layout (4 entries):
Structure | PV pol inh | PV pol inh FP z-score
O=C(CSc1nnc(Nc2ccccc2)s1)NC1CCS(=O)(=O)C1 (centres undefined) | 101 | 0.4
CCn1c(C)c(C)c2cc(C(=O)NCCc3cc(OC)c(OC)c(OC)c3)ccc21 | 104 | -0.4
O=C(O)CSc1nc2ccccc2c(=O)n1-c1ccccc1 | 103 | 0.4
CCn1c(SCC#N)nnc1-c1ccc(S(=O)(=O)N2CCCC2)cc1 | 102 | 0.1

This part in full, previewed entries included:
Structure | PV pol inh | PV pol inh FP z-score
O=C(CSc1nnc(Nc2ccccc2)s1)NC1CCS(=O)(=O)C1 (centres undefined) | 101 | 0.4
CCn1c(C)c(C)c2cc(C(=O)NCCc3cc(OC)c(OC)c(OC)c3)ccc21 | 104 | -0.4
O=C(O)CSc1nc2ccccc2c(=O)n1-c1ccccc1 | 103 | 0.4
CCn1c(SCC#N)nnc1-c1ccc(S(=O)(=O)N2CCCC2)cc1 | 102 | 0.1
Cc1cc(C)cc(NC(=O)COc2cccc3c(=O)n(C)ccc23)c1 | 110 | 0.8
CCn1c(C(=O)N2CCC(C(=O)NCCCc3ccccc3)CC2)cc2sccc21 | 103 | 0.9
COC(=O)c1cc2sccc2n1CC(=O)Nc1ccc(C)cc1C | 107 | 0.2
CCN1C(=O)C2(Sc3ccccc3C2=O)C(=O)N(CC)C1=S | 101 | -0.1
O=C(O)c1ccc(Cl)c(N2CCCC2=O)c1 | 103 | 0
O=C(Nc1ccccc1C(F)(F)F)C1c2ccccc2Oc2ccccc21 | 100 | -0.4
CCC(=O)NCCSc1c[nH]c2ccccc12 | 103 | 0.5
COc1cccc(CNC(=O)CSc2nnc(C)c3c(C)n(-c4ccccc4)nc23)c1 | 100 | -0.9
CCSc1nc2ccccc2c(OCc2ccc(Cl)cc2)c1C(=O)OC | 106 | -0.2
CCc1ccccc1NC(=O)[C@@H](c1ccccc1)N1Cc2ccccc2C1=O | 105 | -0.1
O=C(NCc1cccs1)c1ccc(CSc2nc3ccncc3n2Cc2ccccc2F)cc1 | 112 | 0.5
O=C(NCc1n[nH]c(=S)n1-c1ccccc1)c1ccc(S(=O)(=O)N2CCCCC2)cc1 | 101 | -0.2
COc1ccc(CCN2C(=S)NC3CC2(C)Oc2c(OC)cc(Br)cc23)cc1OC (centres undefined) | 102 | 0
Cn1c2c(c(=O)n3ncnc13)CCCC2 | 102 | 0.2
CCC(=O)N=c1sc2c(OC)ccc(OC)c2n1CC | 99 | -0.6
CN(C)c1ccc(CNC(=O)C2CCN(C(=O)c3ccc(-n4ccc5ccccc54)s3)CC2)cc1 | 103 | -0.8
CCC1CN(S(=O)(=O)c2cc(-c3onc(C)c3C)ccc2OC)c2cc(Cl)ccc2O1 (centres undefined) | 101 | 0
CN(C)S(=O)(=O)c1ccc(C(=O)OCC(=O)N2CCCCC2)cc1 | 110 | 0.6
Nc1nc(SCC(=O)OC2CCCC2)n[nH]1 | 100 | -0.8
O=C(Cn1nnc2ccccc21)OCc1ccccc1 | 97 | -0.5
O=C(COc1ccc(F)c(Cl)c1)n1cccn1 | 100 | -0.4
NC(=O)C1CCN(Cc2cc(=O)oc3cc(O)ccc23)CC1 | 102 | -0.3
CCn1cc(C(=O)N(C)c2cc(C)ccc2C)c2cc(OC)c(OC)cc2c1=O | 106 | 0.2
CCOC(=O)N1CCC(NC(=O)c2cnn(-c3ccccc3)c2C2CCN(C(=O)OC(C)(C)C)CC2)CC1 | 99 | -1.4
CSCCC(NS(=O)(=O)c1ccc2c(c1)oc(=O)n2C)C(=O)N1CCN(c2ccc(F)cc2)CC1 (centres undefined) | 102 | -0.2
CCCOc1ccc(NC(=O)C(=O)NCCCN2CCOCC2)cc1 | 110 | 1.3
N#Cc1ccccc1Cn1c(=O)n(Cc2ccccc2)c(=O)c2ccccc21 | 102 | 0.6
CN1CCCN(CC(O)COCc2cccs2)CC1 (centres undefined) | 104 | 0.3
CCOc1cc(CNc2ccc(OC)cc2)ccc1OCC(=O)NC(C)(C)C | 99 | -0.8
CCCNC(=O)c1cnn2c1NC(c1cccc(OC)c1)CC2C(F)(F)F (centres undefined) | 103 | 0.9
CCc1ccccc1OCC(=O)O | 100 | -0.9
O=c1[nH]c(-c2ccccc2)nn1-c1ccc(Br)cc1Br | 101 | -0.1
CCCCn1cc(C2CC(=O)N(c3ccc(Br)cc3)C2=O)c2ccccc21 (centres undefined) | 109 | 1.8
O=C(NC1CCN(Cc2ccccc2)CC1)[C@H](Cc1ccccc1)N1Cc2ccccc2C1=O | 104 | 1.1
COc1ccc(NC(=O)CSc2nnc3c(C)cc4ccccc4n23)cc1 | 102 | 0
O=C(NC1CCCC1)C(c1ccccc1)N(Cc1cccs1)C(=O)Cn1nnc2ccccc21 (centres undefined) | 104 | 0.8
CC(=O)N1CCN(CC(O)COc2ccc3oc4ccccc4c3c2)CC1 (centres undefined) | 106 | -0.1
C=C(C)CSc1nc2sc3c(c2c(=O)n1-c1ccccc1)CC(C(C)C)OC3 (centres undefined) | 104 | -0.1
COC(=O)c1c(NC(=O)c2cc3nc(-c4ccc(OC)cc4)cc(C(F)(F)F)n3n2)sc2c1CCCC2 | 98 | -1.4
Cc1cc(C)nc(NC(=NCc2ccc(Cl)cc2)NC(=O)C(C)N2C(=O)c3ccccc3C2=O)n1 (centres undefined) | 105 | 1
CCOc1ccc(-n2c(SCC(=O)N3CCC(C)CC3)nc3n[nH]c(C)c3c2=N)cc1 | 99 | -0.5
N#CCSc1nc2ccccc2c(=O)n1CCC(=O)NC1CCCCC1 | 103 | 0.3
CCN1CCN(Cc2ccc(NC(=O)Cc3nc(-c4ccc(OC)cc4)no3)cc2)CC1 | 100 | -1
CC(NC(=O)CN1C(=O)COc2ccc(Cl)cc21)c1ccccc1 (centres undefined) | 106 | 0.3
COc1cc(OC)c(NC(=O)NCc2ccc3c(c2)CCN3C(=O)c2ccccc2)cc1Cl | 111 | 0.9
Cc1nc(NCc2ccco2)nc2c1C(=O)CC(C)C2 (centres undefined) | 101 | -0.1
COc1ccc(Cn2c(CCC(=O)Nc3ccc(C)cc3C)nc3cccnc32)cc1 | 106 | 0.3
CN(C(=O)CSc1nncn2c1cc1sccc12)c1ccccc1 | 98 | -1.1
COc1cc(NC(=O)Cn2c(=O)n(Cc3ccccc3)c(=O)c3oc4ccccc4c32)cc(OC)c1 | 108 | 0.3
CCOC(=O)CN1C(=O)C2(C(C(=O)OCC)=C(N)OC3=C2C(=O)CC(C)(C)C3)c2ccccc21 (centres undefined) | 102 | 0.2
COc1ccc(C(=O)Nc2ccc3oc(-c4cccnc4)nc3c2)cc1 | 105 | 0
COC(=O)c1ccc(C(=O)Nc2ccc(-c3nc4cc(NC(=O)c5ccc(C(=O)OC)cc5)ccc4o3)cc2)cc1 | 95 | -1.1
CSc1ccc(CCNC(=O)CN2C(=O)c3cccnc3Oc3ccc(C)cc32)cc1 | 107 | 0.2
Cc1nc2sc3c(c2c2nnc(SCC(=O)c4ccccc4)n12)CCCC3 | 102 | 0.2
CCn1c(=N)c(C(=O)NCc2ccccc2)cc2c(=O)n3cc(C)ccc3nc21 | 112 | 0.3
Nc1c2c(nn1Cc1ccccc1)CCCn1c-2nc2ccccc2c1=O | 106 | 0.5

Remaining list, next part
Structure | PV pol inh | PV pol inh FP z-score
CCc1ccc(NC(=O)COc2cnc3ccccc3n2)cc1 | 98 | -0.8
O=C(Nc1ccc(-c2nc3cccnc3s2)cc1)c1ccccc1 | 100 | -0.3
CCOc1ccc(N(C)S(=O)(=O)c2ccc3c(c2)C(C)(C)C(=O)N3C)cc1 | 105 | -0.1
CN(C)c1ccc(C(CNC(=O)c2ccc(C(C)(C)C)cc2)N2CCOCC2)cc1 (centres undefined) | 111 | 0.9
CCOc1ccc(NC(=O)Cn2nnc(C(=O)Nc3ccc(OCC)cc3)c2N)cc1 | 116 | 2
O=C(c1ccco1)N1CCN(C(=O)c2cnn(-c3ccccc3)c2-n2cccc2)CC1 | 102 | 0
CCOC(=O)c1cccc(CSc2n[nH]c(N)n2)c1 | 101 | -0.7
COc1ccccc1NC(=O)CCCOc1cc(=O)n(C)c2ccccc12 | 101 | -1.3
CN(Cc1nc2ccccc2s1)S(=O)(=O)c1cccc(Cl)c1 | 103 | 0.2
COc1ccc2nc(NS(=O)(=O)Cc3ccccc3)sc2c1 | 102 | 0.1
CCOC(=O)N1CCN(C(=O)CCCC2CCCCC2)CC1 | 102 | -0.2
Cc1cc(C)n(-c2ccc(C(=O)OCC(=O)Nc3c(Cl)cccc3Cl)cc2)n1 | 102 | 0.1
CC(=O)Oc1ccc(C(=O)Nc2ccc(F)cc2F)cc1 | 104 | 0.1
CCNCc1ccncc1 | 102 | 0.1
CCC(CO)Nc1ncnc2c1cnn2-c1ccc(Cl)cc1 (centres undefined) | 98 | -0.5
CN(C)c1ccc(-c2nnc(-c3ccc(S(=O)(=O)C(F)F)cc3)o2)cc1 | 84 | -5
N#CC(NC(=O)c1ccccc1Cl)c1ccc(Cl)cc1 (centres undefined) | 101 | -0.1
C=CCOc1ccc(CN(C)Cc2cccc(S(=O)(=O)N(C)C)c2)cc1 | 104 | 0.2
Cc1cc(C)n(C(C)CC(=O)NCc2ccc(N(C)C)cc2)n1 (centres undefined) | 97 | -2.4
CCCCN(C)CCNC(=O)c1nn(-c2ccc(OC)cc2)c(=O)c2c1c1ccccc1n2C | 107 | -0.2
O=c1c(Cl)c(Cl)cnn1CN1CCN(Cc2ccc3c(c2)OCO3)CC1 | 100 | -0.6
Cc1ccc(C(=O)N[C@@H](C)c2nc3ccccc3[nH]2)cc1 | 104 | 0.4
C=C(C)CN(CC)C(=O)Cn1c(NCc2ccccc2)nc2ccccc21 | 100 | -0.4
CCC1=C(c2ccc(C)cc2)S(=O)(=O)NC1=NCC(=O)NC1CC1 | 103 | 1.2

Rewritten as labelled records: 4 of the compounds above
SMILES: CCc1ccccc1NC(=O)[C@@H](c1ccccc1)N1Cc2ccccc2C1=O
- PV pol inh: 105
- PV pol inh FP z-score: -0.1

SMILES: N#CC(NC(=O)c1ccccc1Cl)c1ccc(Cl)cc1 (centres undefined)
- PV pol inh: 101
- PV pol inh FP z-score: -0.1

SMILES: COc1cc(OC)c(NC(=O)NCc2ccc3c(c2)CCN3C(=O)c2ccccc2)cc1Cl
- PV pol inh: 111
- PV pol inh FP z-score: 0.9

SMILES: CCOC(=O)CN1C(=O)C2(C(C(=O)OCC)=C(N)OC3=C2C(=O)CC(C)(C)C3)c2ccccc21 (centres undefined)
- PV pol inh: 102
- PV pol inh FP z-score: 0.2

The list continues.
Structure | PV pol inh | PV pol inh FP z-score
Cc1ccc(Sc2c(C(=O)NCc3ccccc3C)[nH]c3ccccc23)cc1 | 110 | 0.7
CN1C(=O)NC(=O)/C(=C\C=C\c2ccccc2)C1=O | 102 | 0.7
C1N2CN3CN1CN(C2)C3 | 103 | 1.1
COc1ccc(C(=O)OCC(=O)N2CC(C)CC(C)C2)cc1 (centres undefined) | 101 | -0.2
O=C(Nc1ccc(OC(F)(F)F)cc1)N1CCN(C(c2ccccc2)c2ccccc2)CC1 | 103 | -0.2
NS(=O)(=O)c1ccc(-c2ccc(/C=N/NC(=O)c3cccnc3)o2)cc1 | 103 | -0.1
CCc1c(C#N)c(SCC(=O)c2cc(C)n(CCOC)c2C)nc2c1C(=O)CC(C)(C)C2 | 99 | -0.6
NC(=O)CN1C(C(=O)c2ccccc2)=C(N2CCOCC2)c2ccccc2S1(=O)=O | 102 | -0.1
CCCn1c(CCC(=O)NCCc2ccc(OC)cc2OC)nc2cccnc21 | 103 | 0.5
CC(C)c1cnc2c(c1SCC(=O)O)c(=O)n(C)c(=O)n2C | 111 | 0.7
CC(CCc1ccccc1)NCc1c(C(=O)O)[nH]c2ccccc12 (centres undefined) | 103 | 0.6
CCc1ccc(NC(=O)C(CC)Sc2nc3ccsc3c(=O)n2C2CC2)cc1 (centres undefined) | 103 | 0.7

Ordered by count of non-hydrogen atoms (ascending): some entries from above.
Structure | PV pol inh | PV pol inh FP z-score
Cn1c2c(c(=O)n3ncnc13)CCCC2 | 102 | 0.2
CN(Cc1nc2ccccc2s1)S(=O)(=O)c1cccc(Cl)c1 | 103 | 0.2
CCSc1nc2ccccc2c(OCc2ccc(Cl)cc2)c1C(=O)OC | 106 | -0.2

Next section:
Structure | PV pol inh | PV pol inh FP z-score
CCOc1cccc(NC(=O)CC#N)c1 | 118 | 1.5
O=C(O)c1cnn(-c2ccc(Cl)cc2)c1C1CCNCC1 | 99 | -0.5
COC(=O)C(=NNc1ccc(SC(F)(F)F)cc1)C(=O)OC | 100 | -0.4
CCOc1ccc(C(=O)NCc2ccc3c(c2)CCN3C(=O)c2ccccc2)cc1 | 114 | 1.7
CCOC(=O)c1c(NC(=O)NCc2ccccc2)sc2c1CCC2 | 103 | 0.9
O=C(Nc1ccc(Cl)cc1)Nc1ccc(N2CCOCC2)cc1 | 102 | 0.3
COc1cccc(C2NC(=O)c3n[nH]c(-c4cccs4)c32)c1 (centres undefined) | 106 | -0.5
COc1ccc(N2C(=NC(=O)CCCC(=O)O)SC3CS(=O)(=O)CC32)cc1 (centres undefined) | 100 | -0.1
COc1ccc(C=Nc2ccc(OCC(O)CN3C(C)CCCC3C)cc2)cc1OC (centres undefined) | 99 | -0.5
COc1cccc(CNC(=O)c2cn(C)c(=O)c3c2c2ccccc2n3C)c1 | 104 | 0.5
CCn1c(O)c(C=NCCn2c(C)nc3ccccc32)c(=O)n(CC)c1=S | 99 | -0.5
COc1cc(C(=O)NNC2=CC(=O)CC(C)(C)C2)cc(OC)c1OC | 103 | 0.3
CCOC(=O)N1CCC(NC(=O)CN2C(=O)CCSc3ccccc32)CC1 | 102 | 0
COc1ccc(S(=O)(=O)c2cn(C)c3ccc(C)cc3c2=O)cc1 | 107 | 0.7
CCc1cccc(C)c1NC(=O)CN1C(=O)c2cccc3cccc1c23 | 105 | 0.4
COc1ccc(Cn2c(C(=O)O)c(CNCCc3ccccc3Cl)c3ccc(C)cc32)cc1 | 105 | -0.7
COc1ccc2[nH]c3c(c2c1)CCN(C(=O)c1cccc(Cl)c1)C3c1ccc(F)cc1 (centres undefined) | 105 | 0.1

A few values from above:
In PV pol inh FP z-score, CCOC(=O)N1CCC(NC(=O)CN2C(=O)CCSc3ccccc32)CC1 is listed with 0
In PV pol inh, CCc1cccc(C)c1NC(=O)CN1C(=O)c2cccc3cccc1c23 is listed with 105
